Hck Nef HTS: inhibitors of Nef-activated human Hck kinase, primary screen, biochemical, Z-Lyte FRET, 384-well, Hck-YEEI | inhibition, % at 20 µM | Recombinant Hck-YEEI plus Nef, Z-Lyte FRET kinase assay | AID 463187, 2010 | 220,000 tested, 0.68% active | Tyrosine-protein kinase HCK (Homo sapiens), P08631;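 active = Hck-Nef kinase inhibition above about 50%, limit read from the data; inactive = inhibition below that limit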;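 also: 0% = DMSO with Hck plus Nef and 100% = Hck alone without Nef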
RBBP9 inhibitor: human RBBP9 inhibitors, primary screen, biochemical, fluorescence polarization, FP-Rh probe, HTS; Serine hydrolase RBBP9 (Homo sapiens), O75884; recombinant RBBP9; inhibition, % at 7.94 µM; 220,000 tested, 0.2% active; AID 1515, 2009;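 active = inhibition above the campaign mean of all tested compounds plus 3 SD, cut at about 14% in these data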;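 also: plate controls were DMSO wells with RBBP9 for no effect and wells lacking RBBP9 protein for full effect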
Target sequence (O75884 whole entry, looked up): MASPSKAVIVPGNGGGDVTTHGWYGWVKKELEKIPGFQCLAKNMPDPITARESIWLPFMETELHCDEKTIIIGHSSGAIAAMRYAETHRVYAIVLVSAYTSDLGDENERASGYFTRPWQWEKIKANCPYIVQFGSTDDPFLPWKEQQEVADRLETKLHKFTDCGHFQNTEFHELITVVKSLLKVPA
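Test system: recombinant human RBBP9; Timing: 30 min then 45 min, 25 °C; Detection: fluorescence polarization; Control set: RBBP9 with DMSO as uninhibited control, no-protein wells as full inhibition; Compound dosing: one concentration, 7.94 µM nominal, 0.794% DMSO; Probe or stimulus: FP-Rh activity-based probe, 375 nM before mixing.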
NPY1 pot ag: NPY-Y1 receptor potentiators or agonists, primary screen, cell-based. NPY-Y1 expressing cells, potentiator/agonist activation. activation, % at 3.6 µM. 220,000 tested, 0.37% active. AID 1304, 2008; in the data active = activation above about 33%, passing the limit was not always enough;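 also: cells stimulated with NPY at EC10 then isoproterenol at EC100; 0% = low agonist plus stimulus and 100% = saturating agonist plus stimulus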
Target sequence (P25929 whole entry, looked up): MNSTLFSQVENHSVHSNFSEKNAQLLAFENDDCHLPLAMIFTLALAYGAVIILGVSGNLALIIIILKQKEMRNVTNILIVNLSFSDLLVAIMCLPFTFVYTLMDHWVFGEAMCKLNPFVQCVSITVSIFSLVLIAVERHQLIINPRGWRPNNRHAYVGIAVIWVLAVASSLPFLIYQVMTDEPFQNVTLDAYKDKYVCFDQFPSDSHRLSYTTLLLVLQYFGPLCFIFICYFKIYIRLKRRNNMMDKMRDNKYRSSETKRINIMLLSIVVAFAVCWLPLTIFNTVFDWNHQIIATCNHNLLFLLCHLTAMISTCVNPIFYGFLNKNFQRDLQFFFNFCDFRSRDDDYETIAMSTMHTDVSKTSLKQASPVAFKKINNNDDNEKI
NPY-Y2 PAM-ag: NPY-Y2 potentiators or agonists, primary screen, cell-based. Neuropeptide Y receptor type 2 (Homo sapiens), P49146. cells expressing NPY-Y2, potentiator/agonist read-out. activation, % at 3.6 µM. 220,000 tested, 0.45% active; in the data active = activation above about 27%;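 also: cells stimulated with NPY near EC25 plus isoproterenol at EC100; 0% = vehicle plus submaximal agonist and 100% = vehicle plus saturating agonist; some results beyond the cut were filed as inactive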
Target sequence (P49146 whole entry, looked up): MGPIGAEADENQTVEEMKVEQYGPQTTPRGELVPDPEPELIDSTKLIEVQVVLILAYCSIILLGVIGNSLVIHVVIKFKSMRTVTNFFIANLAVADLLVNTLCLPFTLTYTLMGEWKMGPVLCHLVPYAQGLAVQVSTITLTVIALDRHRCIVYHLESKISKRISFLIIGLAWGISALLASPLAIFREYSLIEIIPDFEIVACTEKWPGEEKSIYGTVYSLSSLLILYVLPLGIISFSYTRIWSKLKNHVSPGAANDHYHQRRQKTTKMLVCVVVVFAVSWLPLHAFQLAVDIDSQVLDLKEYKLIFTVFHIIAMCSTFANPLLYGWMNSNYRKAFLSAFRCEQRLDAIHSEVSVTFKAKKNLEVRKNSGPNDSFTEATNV
Mdm2 ligase inh: MDM2-luciferase reporter signal enhancers, primary screen, MDM2 E3 ligase inhibitor project, cell-based, luminescence, 1536-well. E3 ubiquitin-protein ligase Mdm2 (Homo sapiens), Q00987. cell-based MDM2 ubiquitination luciferase reporter, 2 h; 0 = plate control, 100 = twice control, blank-subtracted. signal enhancement, % at 5 µM. 210,000 tested, 0.11% active. AID 1230, 2008;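 active = signal enhancement of 30% or more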;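 also: luminescence tracks abundance of the self-degrading MDM2-luciferase fusion protein; higher signal means inhibition of MDM2 E3 ligase activity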
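Material: stable MDM2–luciferase fusion reporter cells / Quantity: 2000 cells/well / Dosing: single 5 µM compound dose, 0.2% final DMSO / Buffer or medium: DMEM / Schedule: 4 h cell settling then 2 h compound exposure, 37 °C / Detection: luminescence with SteadyLite reagent, 15 min at room temperature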
Runt-CBFb FRET: inhibitors of RUNX1 Runt–CBFb binding, primary screen, biochemical, FRET, Cerulean-Runt, Venus-CBFb, uHTS. Runt-related transcription factor 1 (Homo sapiens) + Core-binding factor subunit beta …. Cerulean-Runt/Venus-CBFb FRET ratio 530/480, 1 h. inhibition, % at 20 µM. 220,000 tested, 0.46% active;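 active = inhibition over about 50% at 20 µM in the single-dose screen, limit read from the data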;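 also: 0% = DMSO wells and 100% = excess unlabeled CBFb competitor control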
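Doses: 20 µM compound in 1% DMSO | Material: Cerulean-labeled Runt domain protein | Amount: Each fluorescent fusion protein 100 nM | Schedule: Two 1 h room-temperature incubations shielded from light | Measured by: FRET fluorescence | Evaluation: Loss of energy transfer signal | Controls: Unlabeled CBFb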
Runt-SMMHC FRET: inhibitors of RUNX1 Runt–CBFb-SMMHC binding, primary screen, biochemical, FRET, Cerulean-Runt, Venus-CBFb-SMMHC, uHTS; Runt-related transcription factor 1 (Homo sapiens) + Core-binding factor subunit beta …; Cerulean-Runt/Venus-CBFb-SMMHC FRET ratio 530/480, 1 h; inhibition, % at 20 µM; 220,000 tested, 0.74% active; AID 1434, 2008;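 active = mean inhibition across duplicate retests at 20 µM reaching about 50%, limit read from the data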;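 also: 0% = DMSO wells and 100% = wells with excess untagged CBFb-SMMHC; inhibitors lower the FRET ratio by blocking Runt binding to CBFb-SMMHC; some results filed as inactive read as strong as hits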
NPY Y1 blocker: NPY-Y1 receptor antagonists, primary screen, cell-based | Neuropeptide Y receptor type 1 (Homo sapiens), P25929 | HEK293-CNG Y1 cells, membrane potential fluorescence; NPY at EC95, then isoproterenol | inhibition, % at 3.6 µM | 200,000 tested, 1% active | AID 1040, 2008;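 active = inhibition above the campaign mean inhibition of all tested compounds plus 3 SD, cut at about 20% in these data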;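 also: 0% = DMSO wells given NPY plus isoproterenol and 100% = isoproterenol alone without NPY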
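System: HEK293 cells with Y1 receptor plus CNG channel / Probe or stimulus: NPY 25 nM then isoproterenol 1 µM plus Ro 20-1724 25 µM / Compound: one concentration, 3.6 µM, in 0.4% DMSO / Schedule: compound incubation 1 h at room temperature, readout 45 min post-stimulation / Measured by: membrane potential fluorescence / Read-out: % inhibition of NPY effect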
p97 inhibitor: inhibitors of human p97 ATPase, primary screen, biochemical. Transitional endoplasmic reticulum ATPase (Homo sapiens), P55072. recombinant p97 ATPase, Kinase-Glo ATP luminescence, 3 h. inhibition, % at 8 µM. 220,000 tested, 0.42% active. AID 1481, 2009; in the data active = inhibition above about 15%;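 also: 0% = DMSO vehicle and 100% = wells lacking enzyme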
An asterisk follows results filed as active; nt = not tested or not shown.

#	NPY-Y2 PAM-ag	p97 inhibitor	Hck Nef HTS	NPY1 pot ag	SMILES	NPY Y1 blocker	Runt-SMMHC FRET	Mdm2 ligase inh	RBBP9 inhibitor	Runt-CBFb FRET
1	-9.2	4.0	20.7	5.0	O=c1oc2ccccc2n1Cc1ccccc1	0.5	-0.8	1.5	0.4	0.0
2	10.3	0.3	-16.5	-3.9	COc1ccccc1CN1CCN(S(=O)(=O)c2ccccc2)CC1	-1.7	-1.5	-12.8	11.8	0.5
3	-6.2	-4.5	-5.4	4.6	CC(CCc1ccccc1)NC(=O)CN1CCSc2ccccc21 (stereo unspecified)	3.0	1.0	-5.3	-3.0	-3.1
4	-1.2	-2.8	1.4	5.2	CCOP(=O)(c1ccccc1)C(O)c1ccc(Br)cc1 (stereo unspecified)	6.6	3.6	nt	-10.8	-1.5
5	5.3	-4.3	2.1	-6.7	Cc1[nH]nc(SCC(=O)Nc2ccc(C#N)cc2)c1[N+](=O)[O-]	-2.8	-1.7	-11.6	-12.4	4.2
6	-1.3	-6.3	0.6	-16.7	Cc1ccc(N(CN2C(=O)c3ccccc3C2=O)C(=O)c2ccc([N+](=O)[O-])cc2[N+](=O)[O-])cc1	7.3	3.5	2.1	-5.5	-0.8
7	-10.3	0.2	2.4	-23.1	CCCCOC(=O)c1[nH]c(C)c(C(=O)OC)c1C	4.1	4.7	-13.1	-4.9	-1.1
8	-5.2	4.9	4.7	10.1	CCn1c(SCC(=O)Nc2c(C#N)cnn2-c2ccccc2)nnc1-c1cccs1	nt	2.6	-8.2	-10.1	-1.7
9	-4.0	5.0	8.5	-13.2	CCC(COC(=O)Nc1cccc(C)c1C)NC(=O)OCC(C)C (stereo unspecified)	3.0	-2.0	-8.5	1.4	-1.1
10	-10.5	2.4	20.4	-5.9	COCCCNC(=O)Cn1c(=O)n(CCCCCC(=O)NCc2ccc3c(c2)OCO3)c(=O)c2sccc21	-3.5	-5.4	-34.2	2.6	0.0
11	-9.9	7.3	1.8	15.8	COCc1[nH]nc2c1C(c1ccccc1Cl)C(C#N)=C(N)O2 (stereo unspecified)	-3.2	-2.2	-5.7	-6.3	0.4
12	-2.1	-1.5	-0.1	13.9	COc1ccc(C2N(c3cc(C)on3)C(=O)C3CCCN32)cc1OC (stereo unspecified)	-2.0	3.9	9.6	-9.7	-0.8
13	-16.9	-1.6	2.1	-15.0	COc1cccc(C(=O)NN/C(C)=C/C(=O)C(F)(F)C(F)(F)C(F)(F)F)c1	0.5	0.8	-2.6	-12.6	2.4
14	-1.2	1.9	0.5	-5.2	CSc1nc2oc3c(c2c2nncn12)CC(C)(C)SC3	-0.7	8.0	-13.8	-0.6	8.9
15	16.5	1.6	21.9	21.2	COC(=O)N/N=C/c1cn(CCOc2ccccc2)c2ccccc12	nt	-5.4	-10.7	-6.1	-0.8
16	-7.1	-3.6	12.6	-0.9	Cc1ccc(O)c(NC(=S)NC(=O)C(C)C)c1	nt	1.2	-4.9	-11.5	3.7
17	-4.6	2.5	3.3	8.8	COc1ccc(NC2=CC(=O)N(C)C2=O)cc1	1.4	-15.1	-3.0	-6.2	-3.9
18	11.2	6.7	2.2	7.3	COc1ccc(-c2cc(N)n(CCC#N)n2)c(OC)c1	-0.4	0.3	-3.9	-5.0	2.9
19	-4.7	6.5	16.1	2.4	O=C(O)C1=C[C@H](c2coc3ccccc3c2=O)C[C@H](OCc2ccc(CO)cc2)O1	0.5	-2.0	nt	-1.4	0.6
20	-3.8	1.3	-5.2	-23.1	Cc1cc(Cl)c(S(=O)(=O)Nc2ccc(S(=O)(=O)N3CCOCC3)cc2)cc1OCC(N)=O	-2.7	-4.4	9.5	-10.0	0.7
21	-0.8	4.1	3.8	16.2	O=C(Nc1nc2ccccc2s1)C1=NN(c2ccccc2)C(=O)CC1	-1.1	-1.6	-13.5	-2.2	-0.2
22	-5.1	-3.9	0.1	-11.0	CN(CC(=O)NC(=O)NCc1ccccc1)Cc1cccc(Cl)c1Cl	12.9	1.9	-5.0	-9.1	-0.6
23	8.4	4.6	0.7	5.5	CC(NS(=O)(=O)c1ccccc1)C(N)=O (stereo unspecified)	1.8	0.5	-11.3	-0.9	0.4
24	4.5	4.8	4.4	-1.6	Cc1ccc(C)c(S(=O)(=O)NC(CC(C)C)C(=O)O)c1 (stereo unspecified)	0.1	-1.5	-11.9	-8.7	-2.1
25	3.7	0.9	2.6	-6.1	Cc1cc(C)nc(NC2=NC3CCCCC3N2)n1 (stereo unspecified)	5.6	-3.4	-0.7	-6.2	0.4
26	-9.6	2.1	1.4	-3.2	CCOC(=O)c1cc(NC(=O)c2ccccc2)c(=O)n2c1oc1ccccc12	-1.1	5.4	-16.6	-5.7	-0.5
27	10.7	5.5	19.4	3.5	CCCC(=O)Nc1ccc(Cl)c(NC(=S)NC(=O)C(C)C)c1	-2.2	-2.3	-7.3	-6.4	0.0
28	-9.3	1.6	21.1	13.7	O=C1CCCC/C1=C/NCc1ccc(F)cc1	-4.2	-0.3	2.0	-6.4	2.5
29	-1.6	1.9	0.2	12.3	CO/N=C(\Cn1ncc(N2CCOCC2)c(Br)c1=O)c1ccc(Cl)cc1	-3.3	-0.1	-14.5	6.4	1.9
30	nt	nt	32.4	nt	Cc1ccccc1CNc1ccc(C(CC(N)=O)NC(=O)c2ccccc2)cc1[N+](=O)[O-] (stereo unspecified)	nt	-3.1	15.2	nt	-4.8
31	17.0	3.2	8.2	-2.2	O/N=C/c1cn(-c2ccccc2)nc1-c1cccnc1	0.6	-5.5	-1.8	-2.1	-0.7
32	3.7	0.6	-0.1	7.0	COc1ccc(/C=C2/SC(=O)N(CCCCCC(=O)Nc3ccccc3C(=O)O)C2=S)cc1	2.5	-15.7	-21.0	-1.1	-19.4
33	-12.4	-0.9	21.5	-15.6	N#Cc1nc(-c2ccc(F)cc2)oc1NCCN1CCOCC1	-2.4	0.5	-7.1	-5.0	-0.1
34	6.3	4.3	-1.8	16.2	Cc1c(Cl)cccc1NC(=S)NN	4.5	-2.4	-20.5	-8.8	6.7
35	0.9	-5.1	7.5	0.4	CCOC(=O)C1CSc2[nH]c(=O)sc2C1c1ccccc1 (stereo unspecified)	-3.9	4.7	-2.0	0.1	4.3
36	2.5	-6.9	0.5	16.3	Cc1ccc(NC(=O)CSc2nnc(-c3cccs3)n2Cc2ccco2)cc1	-1.5	-0.3	5.7	-11.2	9.3
37	0.9	0.4	-0.9	20.4	CCc1ccccc1NC(=O)Cn1nnc(-c2cccnc2)n1	-1.5	1.3	-16.7	-7.5	-0.4
38	-0.2	-3.8	29.9	11.3	COc1ccc(C(=O)/C=C2/Sc3cc4c(cc3N2C)OCO4)cc1	6.5	63.8	-15.1	-6.0	-134.0
39	9.2	2.1	4.2	-3.4	Cc1cc([N+](=O)[O-])nn1CC(=O)N1CCCc2ccccc21	-4.7	-3.2	-0.5	-8.8	2.2
40	8.8	1.8	5.2	-29.9	O=C(CCN1CCN(C/C=C/c2ccccc2)CC1)Nc1ccccc1F	3.9	-0.1	-6.4	4.8	-4.6
41	0.5	2.2	7.4	-11.4	COc1cccc(OC)c1C(=O)NC(=S)Nc1ccc(N2CCOCC2)c(Cl)c1	9.3	2.5	-10.7	-0.6	2.2
42	-12.1	-1.6	-12.2	-5.7	CCOC(=O)c1c(C)oc(NC(=O)CCl)c1C(=O)OCC	-0.6	2.2	-88.1	-2.8	-0.2
43	5.1	-0.1	2.8	3.2	O=C(N/N=C/c1ccc(O)cc1)c1cccc(C(F)(F)F)c1	-1.8	-1.7	3.2	0.1	0.7
44	12.2	2.5	15.1	-7.1	O=C(C[n+]1cc(Br)cc(Br)c1)c1cccc([N+](=O)[O-])c1	-0.5	-5.0	-3.0	-1.4	20.9
45	-17.7	-0.7	-15.1	-26.9	CCC(C)(C)n1nnnc1C(c1ccc(C)cc1)N1CCN(Cc2ccc3c(c2)OCO3)CC1 (stereo unspecified)	9.6	-1.2	nt	0.0	-5.5
46	12.5	-4.2	4.1	9.9	Cc1cc(C(=O)NNS(=O)(=O)c2ccccc2C(F)(F)F)nn1C(C)(C)C	nt	-5.1	-5.9	-8.1	-1.7
47	-10.1	-0.7	0.7	-20.3	COc1ccccc1CNC(=O)C1CC(=O)N(C2CCCC2)C1 (stereo unspecified)	2.8	-0.3	-9.1	-2.6	-0.2

Source: PubChem BioAssay (several laboratories)
